# Bioassay records deposited in PubChem BioAssay by Broad Institute.
# miR-122 sensor = blocks miR-122 activity in Huh7 sensor cells | Huh7 miR-122 Renilla luciferase sensor, 48 h; neutral wells = 0, positive control = 100 | activation (reporter increase), % at 12.5 µM | 0.3% of 340,000 active | AID 602342;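 active = mean replicate activation score at least 90 and every replicate individually at or above 90; inconclusive = only one of the two criteria met; inactive = neither criterion met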;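 also: higher luciferase means less miR-122 activity so hits act as miR-122 inhibitors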
# Cneo AK release = Cryptococcus neoformans lysis via adenylate kinase release; AID 651654; 0.2% of 360,000 active; C. neoformans lysis, adenylate kinase release luminescence, 4 h; normalised: neutral wells 0, clomiphene wells 100; lysis activity, % at 15 µM;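 active = mean lysis activity across replicates of at least 80%, whatever share of replicates individually reach that level; inactive = mean lysis activity below 80%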
#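 Material – Cryptococcus neoformans yeast cells · Quantity – 5 × 10^6 yeast cells/mL · Buffer or medium – YPD medium · Compound – single dose · Timing – 4 h static compound exposure, 37 °C, read 1 h post-reagent · Signal – adenylate kinase release luminescence · Read-out basis – lysis from increased AK signal · Benchmarks – Clomiphene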
# ARNT TACC3 PPI = disruptors of human ARNT/TACC3 interaction; AlphaScreen His-ARNT PAS-B/GST-TACC3 binding, luminescence; TACC3 fragment carries E629A point mutation; Q9Y6A5; inhibition, % at 9.99 µM; 0.66% of 390,000 active;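 active = mean inhibition of replicates at least 50% and at least half of replicates each reaching 50%; inconclusive = half or more replicates reach 50% but mean below 50%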;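 also: 0% = complete ARNT plus TACC3 wells and 100% = ARNT alone without TACC3; many hits fall short of the cut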
# esBAF inh = inhibitors of esBAF chromatin remodeling in mouse ES cells; Bmi1-luciferase knock-in reporter, 24 h; 100% = twice the neutral-well signal; reporter increase, % at 12.5 µM; 2% of 350,000 active; AID 602393; in the data active = activation above about 40%; inconclusive = no clear call, values can overlap the other calls;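 also: 0% = median of the plate's neutral control wells and 100% = double that signal; a rise in the Bmi1 reporter signal indicates esBAF inhibition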
# C2C12 statin = protects C2C12 myotubes from simvastatin toxicity; ATP luminescence, 48 h; scaled: DMSO 0, geranylgeraniol control 100; rescue of ATP level, % at 7.49 µM; 0.78% of 330,000 active;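 active = mean ATP rescue above about 67%, or every replicate alone reaching that limit, limit read from the data, passing the limit was not always enough; inconclusive = no clear call, values can overlap the other calls; inactive = mean under the limit and some replicate under it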;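 also: myotubes were challenged with 10 µM simvastatin during compound exposure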
# ERp5 inh = ERp5 (human) disulfide isomerase inhibition; inhibition, % at 9.99 µM; 0.05% of 350,000 active; Q15084; ERp5 insulin aggregation, absorbance 650 nm, 90 min;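 active = mean replicate inhibition above about 25%, with every replicate also reaching it, limit read from the data, passing the limit was not always enough; inconclusive = only one of those two criteria met; inactive = neither criterion met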
# Target sequence (Q15084 whole entry, looked up): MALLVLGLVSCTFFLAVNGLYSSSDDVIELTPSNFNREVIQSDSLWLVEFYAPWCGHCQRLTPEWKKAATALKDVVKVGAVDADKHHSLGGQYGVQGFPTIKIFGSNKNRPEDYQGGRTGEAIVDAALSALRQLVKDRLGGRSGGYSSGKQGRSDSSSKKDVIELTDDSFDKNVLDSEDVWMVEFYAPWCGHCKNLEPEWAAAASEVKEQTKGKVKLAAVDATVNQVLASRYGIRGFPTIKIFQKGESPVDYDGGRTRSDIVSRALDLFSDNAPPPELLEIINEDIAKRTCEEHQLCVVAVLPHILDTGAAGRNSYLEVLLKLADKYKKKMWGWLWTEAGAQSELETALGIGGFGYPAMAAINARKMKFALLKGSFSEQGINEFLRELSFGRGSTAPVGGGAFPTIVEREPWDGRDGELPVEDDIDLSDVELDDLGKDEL
# SIRT5 block = inhibitors of human sirtuin-5 desuccinylase; Q9NXA8; 1.1% of 330,000 active; inhibition, % at 15 µM; Purified SirT5, succinyl-peptide AMC, trypsin-coupled fluorescence; in the data active = inhibition above about 15%; inconclusive = no clear call, values can overlap the other calls
# Target sequence (Q9NXA8 whole entry, looked up): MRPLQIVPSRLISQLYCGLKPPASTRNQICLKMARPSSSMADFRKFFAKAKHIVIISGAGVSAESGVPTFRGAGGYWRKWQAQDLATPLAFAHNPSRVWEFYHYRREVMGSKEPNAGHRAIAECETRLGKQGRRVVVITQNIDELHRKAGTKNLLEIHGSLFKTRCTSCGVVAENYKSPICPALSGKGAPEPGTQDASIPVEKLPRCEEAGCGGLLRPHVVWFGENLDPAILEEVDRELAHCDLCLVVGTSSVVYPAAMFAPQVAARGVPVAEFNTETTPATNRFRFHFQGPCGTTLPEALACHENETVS
# Active calls of the source: *; ? = inconclusive; nt = not tested or not shown; & = joins results of further samples; [ ] = remark or other dose. No enrichment for hits (roughly 4% active in at least one column).
SMILES,miR-122 sensor,Cneo AK release,ARNT TACC3 PPI,esBAF inh,C2C12 statin,ERp5 inh,SIRT5 block
COc1ccc([Si](C)(C)[C@H]2[C@H](CCO)O[C@@]3(C(=O)N(Cc4ccccc4)c4ccc(NC(C)=O)cc43)[C@@H]2C)cc1,nt,-9,10,nt,nt,-10,3
O=C(CSc1nnnn1C1CCCC1)N1CCOCC1,nt,nt,4,nt,nt,6,-4
CCOC(=O)c1sc(=S)n(CC)c1NC(=O)C1CC1,5,4,-6,-10,-6,nt,nt
Cc1ccc(-n2nc3c(=O)n(CC(=O)NCCc4ccccc4C)nc(C)c3c2C)cc1,-7,8,-20,-1,-4,5,-3
O=C(Cc1ccccc1)NNc1c2ccccc2nc2ccccc12,nt,nt,-2,nt,nt,0,-2
CC(C)(C)c1cc(=O)n(-c2ccccc2)[nH]1,nt,nt,24,nt,nt,-2,-8
C[C@@H]1CN([C@H](C)CO)C(=O)c2cc(NC(=O)Nc3ccc(F)cc3)ccc2O[C@H]1CN(C)S(=O)(=O)c1ccc(Cl)cc1,8[16.7 µM],1,37,-7,-44,2,1
COc1ccc([N+](=O)[O-])cc1C(=O)C(=O)c1ccccc1,0,0,0,-5,2,1,2
COc1ccc(S(=O)(=O)Nc2ccc3c(c2)C(=O)N([C@H](C)CO)C[C@@H](C)[C@@H](CN(C)S(C)(=O)=O)O3)cc1,-2[16.7 µM],2,nt,-6,nt,-7,1
CCO[C@@H]1OC(C(=O)Nc2ccccc2)=C[C@H](c2csc3ccccc23)[C@H]1CCCO,nt,0,-3,7,1,0,nt
COc1ccccc1OCCCC(=O)Nc1ccc(N2CCOCC2)cc1,-4,nt,7,-5,-5,0,nt
CCC(=O)NC(=S)NNC(=O)c1ccc(OC)cc1,-1,-3,68*,-8,6,nt,nt
COc1cccc(CN2CC(C(=O)NCCCc3ccncc3)CCC2=O)c1 (configuration not stated),3,-4,-2,-12,15,5,-4
CCOc1nc(NC2CCCCC2)nc(NC(C)(C)C)n1,2,2,-2,-5,nt,nt,nt
O=C(Nc1ccccc1)C(Cc1ccccc1)c1ccccc1 (configuration not stated),1,0,3,-8,2,2,4
Cc1ccc(NC(=O)C(C)c2ccc(-c3ccccc3)c(F)c2)cc1 (configuration not stated),-6,11,-10,-24,nt,nt,nt
Cc1cccn2c(=O)c3cc(C(=O)NC(C)c4ccccc4)c(=N)n(CCCn4ccnc4)c3nc12 (configuration not stated),nt,nt,3,nt,nt,-10,-30
CN1CCCC1(C)C(=O)NCc1ccc(F)cc1Cl (configuration not stated),3,0,nt,-8,0,2,nt
CCn1c(SCC(=O)N2CCCCC2C)nc2c1c(=O)n(C)c(=O)n2C (configuration not stated),0,2,-7,1,-10,0,0
Cc1ccc(-n2nnnc2SCC(=O)Nc2cccnc2Cl)cc1,-3,1,-1,nt,nt,nt,nt
COCC#Cc1ccc2c(c1)O[C@@H](CN(C)Cc1ccccc1F)[C@H](C)CN([C@H](C)CO)S2(=O)=O,0[16.7 µM],8,1,-1,-45,-9,5
COc1ccc(CNC(=O)C(C)N2C(=O)NC3(CCCCCCC3)C2=O)cc1 (configuration not stated),nt,nt,-1,nt,nt,1,-1
O=C(N/N=C/c1ccccc1C(=O)O)c1ccccc1Br,-1,0,-6,-1,8,-2,4
CO[C@H]1CC[C@@H]2CCOc3c(C#N)cccc3C(=O)N(C)C[C@H](OC)[C@@H](C)C(=O)N(C)C[C@@H]1O2,nt,86*,-2,1,16,0,-3
OC[C@@H]1CN(Cc2ccncc2)C[C@H](n2cnc3c(NC4CCCC4)ncnc32)O1,-1,1,nt,2,-8,1,-6
COc1cccc(NC(=O)C[C@H]2CC[C@H]3[C@@H](COc4ccc(NC(=O)C5CCCCC5)cc4C(=O)N3C)O2)c1,8[16.7 µM],-2,2,16,-21,1,nt
Cc1ccc(NC(=O)CN(C)S(=O)(=O)c2ccc3c(c2)c(=O)n(C)c(=O)n3C)cc1,nt,1,-2,-2,29,-1,-2
Oc1ccccc1-c1csc(-c2ccccc2)n1,-1,-2,8,77*,6,-1,0
COc1ccc(C2CC(c3ccccc3Cl)=NN2c2ccc(S(N)(=O)=O)cc2)cc1 (configuration not stated),nt,-1,-23,-7,6,-7,-8
C[C@H](N)C(=O)OCc1ccc([N+](=O)[O-])cc1,nt,-1,-1,nt,nt,3,0
CCCc1nc(-c2cc3ccc(C)cc3[nH]c2=O)no1,3,-2,-2,23,9,nt,nt
Cc1ccc(NC(=O)C2C3CCCCC32)cc1[N+](=O)[O-] (configuration not stated),-10,-1,0,42*,1,4,0
COc1ccc(Oc2c(Cl)cnn(-c3ccccc3)c2=O)cc1,-2,7,-8,-1,-1,nt,nt
COc1ccccc1-n1c(C)cc(SC)c(C(C)=O)c1=S,3,-2,2,-8,98*,nt,nt
COC(=O)[C@H](Cc1c[nH]c2ccccc12)NC(=O)NCc1ccc(OC)c(OC)c1,-2,4,-1,1,3,5,30*
Oc1ccc(NCc2ccccc2OCc2ccccc2)cc1,nt,nt,-7,nt,nt,?,5
CSc1ccc(CNC(=O)C2CCC(=O)N(CCc3cccc(F)c3)C2)cc1 (configuration not stated),-3,0,6,3,4,2,2
CC1CC(C)CN(C(=O)c2cc3c(=O)n4ccccc4nc3s2)C1 (configuration not stated),4,-1,nt,7,-2,7,-10
Cc1ccccc1-c1cnc2c(c1)C(=O)N([C@H](C)CO)C[C@@H](C)[C@H](CN(C)C(=O)c1ccc(F)cc1)O2,nt,-1,-6,11,15,7,1
CCOc1ccc(CN2CCNC(=O)C2CC(=O)NCCCn2ccnc2)cc1 (configuration not stated),nt,nt,10,nt,nt,-1,-1
CC[C@H](C)Cc1cn([C@@H](CCCCNC(=O)OC(C)(C)C)C(=O)NCCCCCCCCCCC(=O)N2CCN(C(=O)OC(C)(C)C)CC2)nn1,-14,-1,-1,14,29,2,-3
C=CCC(=O)NC1CCCc2c1cnn2-c1cc(F)cc(F)c1 (configuration not stated),0,-1,-6,5,4,4,14
O=C(COC(=O)/C=C/c1ccc(Cl)cc1)NC1CCS(=O)(=O)C1 (configuration not stated),-14,11,nt,5,-1,2,-3
CC(C)COC(=O)N(C)C[C@@H]1OCc2ccccc2-c2ccccc2C(=O)N([C@H](C)CO)C[C@@H]1C,nt,-4,1,6,-23,-3,3
Cc1ccc(C2CC(c3ccc(F)cc3)Nc3nc(N)nn32)cc1 (configuration not stated),-9,8,nt,-4,3,-4,nt
COc1ccc(CC(=O)Oc2ccc(C)cc2Br)cc1OC,-6,-2,-6,0,2,0,0
C[C@@H]1CN([C@H](C)CO)C(=O)c2cccc(NC(=O)Nc3ccc(C(F)(F)F)cc3)c2O[C@H]1CN(C)S(=O)(=O)c1cn(C)cn1,0[16.7 µM],-1,-4,-1,50,-1,8
CN(C)C(CNc1ncnc2ccccc12)c1c(F)cccc1Cl (configuration not stated),4,-2,nt,0,-8,5,0
CC(C)NC(=O)Nc1cccc2c1O[C@@H](CN(C)S(=O)(=O)c1ccc(F)cc1)[C@@H](C)CN([C@H](C)CO)C2=O,-5[16.7 µM],-1&-2,1&3,-4&0,-14&3,-1&-7,1&4
O=C(Nc1ccc(Cl)cc1)N1CCSCC1,0,-5,-1,nt,5,nt,nt
# Next section
SMILES,miR-122 sensor,Cneo AK release,ARNT TACC3 PPI,esBAF inh,C2C12 statin,ERp5 inh,SIRT5 block
COc1ccc2nc(N3C(=O)/C(=C/c4ccccc4)NC3=S)sc2c1,-3,-3,nt,2,-30,-3,-4
CCOC(=O)C1=CC[C@H]2c3c(c4ccc(OC)cc4n3C)C(=O)C1N2S(=O)(=O)c1ccc(C)cc1,51,0,27,-5,-2,1,-3
COCC(=O)N1C[C@H](C)[C@@H](OC)CN(C)C(=O)c2ccc(NS(C)(=O)=O)cc2OC[C@H]1C,nt,-3,-5,-1,23,2,-3
COc1ccc(-c2cc3ccccc3cn2)cc1,-1,-1,-4,-24,-13,-6,-1
O=C1NC(=Nc2ccc(O)cc2)S/C1=C/c1ccco1,21,-2,-4,7,9,3,-1
CCCCN1C(=O)c2ccc(C(=O)N(C)CC(=O)Nc3ccc(OCC)c(OCC)c3)cc2C1=O,0,-1,-1,20,4,-4,-4
COc1ccc(NC(=O)Nc2cccc(C)n2)cc1,nt,-2,nt,66*,7,-3,nt
CCCNC(=O)Nc1ccc2c(c1)C(=O)N(C)[C@@H]1CC[C@H](CC(=O)NCC3CCCCC3)O[C@H]1CO2,-33[16.7 µM],-1,-7,-2,15,0,2
CC(C)NC(=O)N[C@H]1C=C[C@@H](CC(=O)NCc2ccc(Oc3ccccc3)cc2)O[C@H]1CO,nt,-1,-8,8,-1,-9,4
Cc1ccc(NC(=O)CNCC(c2ccccc2)N(C)C)cc1F (configuration not stated),0,5,1,3,-5,20,-4

# The last three compounds of the section before lead into the next:
SMILES,miR-122 sensor,Cneo AK release,ARNT TACC3 PPI,esBAF inh,C2C12 statin,ERp5 inh,SIRT5 block
CCCNC(=O)Nc1ccc2c(c1)C(=O)N(C)[C@@H]1CC[C@H](CC(=O)NCC3CCCCC3)O[C@H]1CO2,-33[16.7 µM],-1,-7,-2,15,0,2
CC(C)NC(=O)N[C@H]1C=C[C@@H](CC(=O)NCc2ccc(Oc3ccccc3)cc2)O[C@H]1CO,nt,-1,-8,8,-1,-9,4
Cc1ccc(NC(=O)CNCC(c2ccccc2)N(C)C)cc1F (configuration not stated),0,5,1,3,-5,20,-4
Cc1nn(CC(=O)OCC(=O)Nc2cccc(S(N)(=O)=O)c2)c(C)c1[N+](=O)[O-],-2,2,-4,0,5,4,-1
CC#CCN(Cc1ccco1)C(=O)c1ccc(OC2CCN(Cc3ccccn3)CC2)cc1,4,2,6,-5,-9,0,3
Cc1cccc2cc(=O)[nH]c(C)c12,nt,8,9,2,5,nt,nt
CCCCCCOc1ccc(N2C(=O)CC(NCCc3ccc(S(N)(=O)=O)cc3)C2=O)cc1 (configuration not stated),3,3,5,1,0,nt,nt
CCN(CC)S(=O)(=O)c1ccccc1/C=N\O,-4,4,27,-2,nt,nt,nt
CC1=C(C(=O)OCC2CCCCC2)C(c2cccc(O)c2)NC(=O)N1 (configuration not stated),-5,1,-5,6,4,nt,nt
CC1=C(C(=O)Nc2cccc(C(=O)N3CCN(c4cccc(C(F)(F)F)c4)CC3)c2)SCCO1,-7,0,11,7,4,-4,-1
Cc1noc(C)c1NC(=O)Nc1ccc2c(c1)C(=O)N([C@@H](C)CO)C[C@@H](C)[C@H](CN(C)S(=O)(=O)c1cn(C)cn1)OCCCC[C@@H](C)O2,-5[16.7 µM],-2,-1,1,nt,-2,0
CCSc1ccc([C@@H]2[C@H]3C(=O)N(C)C(=O)[C@H]3[C@]3(C(=O)OC)CCCCN23)cc1OC,-2,0,3,6,10,-1,-7
Cc1cc(OCCCN2CCN(Cc3ccccc3)CC2)ccc1[N+](=O)[O-],6,nt,20,7,3,3,1
CCSc1ncc(/C=N/Nc2ccc(Cl)cc2)n1C,20,13,-7,25,2,nt,nt
Cc1c(C(=O)NCc2ccc(F)cc2)sc(=O)n1Cc1ccccc1F,nt,1,nt,3,34,-7,nt
CCCCCCCC1CC(/C(C)=N/NC(N)=O)OC1=O (configuration not stated),-1,3,-6,10,0,-5,-2
COc1ccc2oc(C(=O)NC3CCCCC3)c(C)c2c1,0,-1,-7,?,-3,-1,-5
Nn1cc(-c2ccccc2)nc1SCC(=O)NC1CCS(=O)(=O)C1 (configuration not stated),-5,-2,6,-3,-4,nt,nt
C[C@@H]1CN([C@@H](C)CO)C(=O)Cc2cc(NC(=O)Nc3ccccc3)ccc2O[C@H]1CN(C)Cc1ccc(Oc2ccccc2)cc1,7[16.7 µM],3,1,2,1,-1,6
